HKDC1 inhibitor = HKDC1 (human) hexokinase inhibition; inhibition, % at 20 µM; recombinant HKDC1, G6PDH/diaphorase resazurin coupled fluorescence; AID 493160; Q2TB90; 340,000 tested, 0.16% active;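 active means inhibition above about 35% when tested at 20 µM, limit read from the data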;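 further: plate controls were DMSO wells with enzyme for no effect and DMSO wells lacking enzyme for full effect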
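Test system: HK5 enzyme. Quantity: 5 µg/mL HK5 final. Reagent: glucose and ATP substrates. Schedule: 90 min reaction incubation at room temperature, dark. Technique: resazurin-to-resorufin fluorescence via G6PDH and diaphorase coupling, 525/613 nm. Control set: DMSO wells with and without enzyme mix.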
PfG6PD inh = PfG6PD (Plasmodium falciparum) enzyme inhibition | PfGluPho enzyme, NADPH resazurin-diaphorase fluorescence | inhibition, % at 20 µM | 350,000 tested, 0.78% active | AID 504690;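 active means inhibition reaching at least a set limit at 20 µM in the primary screen, cut at about 59% in these data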;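 further: 0% = DMSO wells with substrate and 100% = DMSO wells lacking glucose-6-phosphate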
SENP6 inh = SENP6 protease inhibition | AID 2599 | Recombinant SENP6 catalytic domain, aminoluciferin luminescence | inhibition, % at 10 µM | 330,000 tested, 1.8% active | Q9GZR1;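 active means inhibition above about 50% at the single tested dose, limit read from the data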;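 further: plate controls were DMSO wells with enzyme for no effect and DMSO wells lacking enzyme for full effect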
GRIN3A LBD mod = NR3A (human) ligand-binding domain modulation; NR3A LBD differential scanning fluorimetry, Tm shift; 0% = protein alone, 100% = glycine-bound protein; Tm shift relative to glycine control, % at 25 µM; 340,000 tested, 2.5% active; AID 1259313;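 active means melting temperature shift of at least 10% of the positive control shift, at one fixed dose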
SENP7 block = SENP7 protease inhibition; recombinant SENP7, Z-RLRGG-aminoluciferin luminescence, 40 min; inhibition, % at 5 µM; 330,000 tested, 1.5% active; AID 434973;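 active means inhibition above about 50% at the single test dose, limit read from the data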;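 further: plate controls were DMSO with enzyme for no effect and no enzyme buffer wells for full effect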
Target sequence (Q9BQF6 706-1050 limits assumed): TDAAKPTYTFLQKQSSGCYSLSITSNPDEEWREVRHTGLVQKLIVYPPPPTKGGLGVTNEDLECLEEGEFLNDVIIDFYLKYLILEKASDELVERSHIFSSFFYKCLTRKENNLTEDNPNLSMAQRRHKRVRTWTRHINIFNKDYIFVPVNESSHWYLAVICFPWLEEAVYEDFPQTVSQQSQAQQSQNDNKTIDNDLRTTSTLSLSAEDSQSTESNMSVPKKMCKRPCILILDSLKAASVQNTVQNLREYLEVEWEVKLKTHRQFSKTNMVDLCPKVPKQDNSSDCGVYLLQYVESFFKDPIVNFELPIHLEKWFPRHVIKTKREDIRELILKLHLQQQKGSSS
ATG4B inh = blocks human ATG4B protease cleavage of LC3 substrate; 340,000 tested, 0.51% active; AID 504462; Q9Y4P1; ATG4B cleavage of LC3-PLA2, NBD-HPC fluorescence, 1 h; inhibition, % at 8.33 µM; in the data active means inhibition above about 40%
Target sequence (Q9Y4P1 whole entry, looked up): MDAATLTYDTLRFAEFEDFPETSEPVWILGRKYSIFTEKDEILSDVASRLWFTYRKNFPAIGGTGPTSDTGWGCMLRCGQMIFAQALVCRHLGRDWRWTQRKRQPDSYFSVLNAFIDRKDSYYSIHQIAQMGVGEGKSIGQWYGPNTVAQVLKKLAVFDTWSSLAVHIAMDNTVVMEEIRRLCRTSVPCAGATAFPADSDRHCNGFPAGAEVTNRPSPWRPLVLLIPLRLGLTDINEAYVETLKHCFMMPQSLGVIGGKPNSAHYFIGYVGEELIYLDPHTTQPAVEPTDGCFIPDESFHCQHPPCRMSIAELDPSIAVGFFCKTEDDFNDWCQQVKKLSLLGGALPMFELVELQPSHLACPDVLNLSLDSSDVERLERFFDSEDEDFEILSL
MPTP inh = blocks calcium-induced mitochondrial swelling. isolated mouse mitochondria, Ca2+ swelling absorbance, 30 min. inhibition, % at 10 µM. 360,000 tested, 1.4% active. AID 602449;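 active means inhibition of 50% or more, scaled per plate between neutral and stimulator controls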;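 further: 0% = DMSO wells given calcium and 100% = 1 mM EGTA wells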
SENP8 block = SENP8 (human) protease inhibition | 360,000 tested, 0.64% active | inhibition, % at 20 µM | recombinant SENP8, Nedd8 substrate fluorescence | AID 602440; in the data active means inhibition mostly above about 40%, no sharp cut-off; inactive means mostly below about 27%
Target sequence (Q96LD8 whole entry, looked up): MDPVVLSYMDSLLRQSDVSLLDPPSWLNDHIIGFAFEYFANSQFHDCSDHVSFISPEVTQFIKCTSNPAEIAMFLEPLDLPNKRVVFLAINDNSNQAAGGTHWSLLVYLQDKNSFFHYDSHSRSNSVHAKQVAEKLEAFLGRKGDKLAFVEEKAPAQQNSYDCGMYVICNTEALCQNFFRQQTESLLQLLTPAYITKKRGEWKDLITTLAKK
* = called active by the depositor; nt = no result given.

Compound,HKDC1 inhibitor,PfG6PD inh,SENP6 inh,GRIN3A LBD mod,SENP7 block,ATG4B inh,MPTP inh,SENP8 block
CC(=O)N1CCN(C(=O)c2cc(S(=O)(=O)Nc3ccc(S(C)(=O)=O)cc3)ccc2Cl)CC1,10,-5,-3,0,4,5,0.7,-1
COc1ccc(-c2cc(C(=O)Nc3cccnc3Cl)no2)cc1,-4,2,-9,-2,2,-1,1.5,-37
O=C(CC12CC3CC(CC(Br)(C3)C1)C2)NC1=NCCS1,7,7,0,-2,-6,-3,-0.6,18
CN1C=CC=C/C1=C1\SC(=S)N(C2CCCCC2)C1=O,-8,-4,10,4,-3,2,0.6,20
CN(C)S(=O)(=O)N1C(=O)c2ccccc2C1=O,-3,-13,-4,4,8,-1,1.6,17
COc1ccc(C(CCNCc2ccccc2)c2ccc(F)cc2)cc1 (stereo unspecified),-7,8,-11,-2,2,8,2.0,34
Cc1ccc(C(=O)NC2CCCCNC2=O)cc1C (stereo unspecified),-8,0,-8,-1,-3,9,1.0,29
COc1ccc(OCCCC(=O)Nc2cc([N+](=O)[O-])ccc2C)cc1,4,-1,2,-1,-2,-3,0.1,23
c1cc[n+](CCC[n+]2ccccc2)cc1,-5,7,-4,1,-2,-2,-0.2,20
COc1ccc(OC)c(S(=O)(=O)N2CCc3ccccc3C2)c1,1,-11,-13,-1,-12,-4,1.4,7
CCCOc1ccc2[nH]cc(C(=O)O)c(=O)c2c1,5,-29,2,0,2,0,1.7,-38
CCc1cc2cc(C(=O)N3CCN(Cc4ccccc4)CC3)sc2s1,2,16,-6,6,7,-1,-1.3,12

Remaining list, next part:
Compound,HKDC1 inhibitor,PfG6PD inh,SENP6 inh,GRIN3A LBD mod,SENP7 block,ATG4B inh,MPTP inh,SENP8 block
Nc1cc(=O)[nH]c(SCC(=O)Nc2cc([N+](=O)[O-])ccc2Cl)n1,-3,-4,-30,0,-3,-6,-1.4,9
CCC1=NN(C(=O)COc2ccccc2)C(O)(c2ccncc2)C1 (stereo unspecified),7,-7,-9,1,-3,-6,1.5,5
CC(=O)Nc1ccc(S(=O)(=O)NCCC(=O)N2CCc3ccccc32)cc1,-3,0,26,-1,-3,-8,-1.3,3
Cc1noc(C)c1NC(=O)Nc1ccc2c(c1)C(=O)N([C@H](C)CO)C[C@H](C)[C@@H](CN(C)C(=O)NC1CCCCC1)O2,1,-9,-7,-1,4,3,-0.9,7
CCCCn1c(N)c(N(CCOC)C(=O)c2cccc(N3C(=O)c4ccccc4C3=O)c2)c(=O)[nH]c1=O,4,5,-3,0,1,1,-2.2,-4
COc1ccc(/C=C\C(=O)O[C@@H]2C(O)C(O[C@@H]3OC(C)[C@H](O[C@@H]4OCC(O[C@H]5O[C@H](CO)[C@@H](O)C(O)C5O)C(O)C4O)C(O)C3O)[C@H](OC(=O)[C@]34CCC(C)(C)C[C@@H]3C3=CCC5[C@@]6(C)CC(O)C(O[C@@H]7OC(CO)C(O)[C@H](O)[C@H]7O)[C@@](C)(C(=O)O)C6CC[C@@]5(C)[C@]3(CO)CC4)O[C@H]2C)cc1 (stereo partly specified),0,-3,-11,3,0,-8,-0.3,6
O=C1CCc2cc(S(=O)(=O)N3CCN(c4ccccc4F)CC3)ccc2N1,2,-26,-6,1,2,-3,-0.3,-1
CSc1nc2ccc(NC(=O)c3cc4ccccc4o3)cc2s1,-7,31,5,19*,93*,-7,9.9,-184
CC1(C)CN(C(=S)Nc2ccc(F)cc2F)C1=O,-7,6,2,1,-7,0,0.0,7
c1cncc(-c2csc(-c3cccnc3)n2)c1,-4,12,-32,-2,-11,5,-0.7,14
O=C(CSc1nnc(Cc2cccs2)n1Cc1ccco1)Nc1cccc(Cl)c1,-2,0,0,-4,-2,5,-1.6,0
Clc1ccc(CNc2ncnc3[nH]ncc23)cc1Cl,-5,3,nt,2,nt,-3,-0.1,-11

Limited to PfG6PD inh, MPTP inh and GRIN3A LBD mod, for some of the entries so far:
Molecule	PfG6PD inh	MPTP inh	GRIN3A LBD mod
COc1ccc(OC)c(S(=O)(=O)N2CCc3ccccc3C2)c1	-11	1.4	-1
CCCOc1ccc2[nH]cc(C(=O)O)c(=O)c2c1	-29	1.7	0
CCc1cc2cc(C(=O)N3CCN(Cc4ccccc4)CC3)sc2s1	16	-1.3	6
Nc1cc(=O)[nH]c(SCC(=O)Nc2cc([N+](=O)[O-])ccc2Cl)n1	-4	-1.4	0

The results go on.
Compound,HKDC1 inhibitor,PfG6PD inh,SENP6 inh,GRIN3A LBD mod,SENP7 block,ATG4B inh,MPTP inh,SENP8 block
Cc1cc(OCc2cc(C(=O)N(C)Cc3nonc3C)no2)cc(C)c1Cl,1,18,-11,-5,-6,16,1.1,-2
Cc1cccc(C(C)C)c1NC(=O)CSc1nncn1C,1,11,10,1,11,-3,-1.1,5
CCOC(=O)N1CCC(=NNC(=O)NC2CCCCC2)CC1,-6,-12,0,-3,1,2,-1.1,10
C[C@H](NC(=O)c1nc[nH]c1C(=O)N[C@@H](C)c1ccccc1)c1ccccc1,6,7,-14,-2,0,-17,-0.6,21
CC1=NNC(=O)C1CC(=O)N/N=C/C(Br)=C/c1ccccc1 (stereo unspecified),0,9,-8,2,-4,-4,3.2,16
CC1(C)C2CCC1(CS(=O)(=O)N1CCN(c3ccccc3F)CC1)C(=O)C2 (stereo unspecified),0,-9,7,3,-6,4,-1.0,18
N#C/C(=C/c1ccc(OCc2ccc(C(=O)O)cc2)c(Br)c1)c1cccc(F)c1,13,-33,-14,-5,-6,-1,2.2,-38
COc1ccc(NS(=O)(=O)c2ccc3nc(COc4ccc(Cl)c(C)c4)[nH]c3c2)cc1,0,-8,14,29*,2,5,67*,2
CC(C)c1ccc(C(=O)NCCCc2ccccc2)cc1,1,31,-25,3,5,14,4.1,16
CN(C)CCCNC(=O)/C(=C\c1ccc(-c2ccc(Br)cc2)o1)NC(=O)c1ccccc1,-7,0,-4,-1,4,8,-3.2,-346
Cc1cccc(N2CCN(S(=O)(=O)c3ccc(Cl)nc3)CC2C)c1 (stereo unspecified),-1,7,25,3,-2,-9,0.1,8
O=C(C[C@@H]1C/C=C\C[C@H](NC(=O)OCC2c3ccccc3-c3ccccc32)C(=O)OC[C@H]2CCCN2C1=O)NCCO,-3,6,6,-3,11,-11,-1.6,-1

The results go on.
Compound,HKDC1 inhibitor,PfG6PD inh,SENP6 inh,GRIN3A LBD mod,SENP7 block,ATG4B inh,MPTP inh,SENP8 block
Cc1ccc(N2C(=O)C(CN(C)C)C2c2ccccc2)cc1 (stereo unspecified),-10,-3,7,-2,-1,-3,-2.7,32
O=C(CNC(=O)Cc1cccc2ccccc12)NCc1ccc(F)cc1,5,0,-4,-2,-1,-1,1.0,10
COC(=O)c1[nH]c2cc(OC)ccc2c1NC(=O)CCN1CCCC(C)(C)C1,-10,-2,7,-3,11,-3,-1.8,-104
COCC(=O)Nc1ccccc1C#N,-6,-9,-17,-2,-14,0,-1.1,8
O=C(Nc1cccnc1)C1CCCN(S(=O)(=O)c2cccc3nsnc23)C1 (stereo unspecified),-5,4,-22,2,-395,-13,4.2,24
O=C(N/N=C/c1ccc(OC(F)F)cc1OC(F)F)c1ccc(Br)cc1,-11,2,11,-2,1,-15,18,13
COc1ccc2c(CC(=O)N3CCc4ccccc43)coc2c1,-2,-5,85*,0,85*,2,-1.4,-3
CCn1c(=O)cc(OCC(=O)N2CCN(c3cccc(C(F)(F)F)c3)CC2)c2ccccc21,-9,5,-11,-1,4,-15,10,21
Cc1cc(C)cc(NC(=O)CSCc2cc(=O)n3ccsc3n2)c1,-3,-2,-12,0,-1,0,-1.6,5
CCCCCCSc1ccc([C@@H]2[C@H]3C(=O)N(CC)C(=O)[C@H]3[C@]3(C(=O)OC)CCCCN23)cc1,1,17,-5,-2,6,-1,6.9,16
Nc1nc(N)n(-c2ccccc2)c(=Nc2ccccc2)n1,-5,6,15,3,-5,2,0.6,11
O=C(CCNS(=O)(=O)c1cccs1)Nc1nccs1,2,11,-8,2,1,1,-1.6,18

(continued)
Compound,HKDC1 inhibitor,PfG6PD inh,SENP6 inh,GRIN3A LBD mod,SENP7 block,ATG4B inh,MPTP inh,SENP8 block
O=C(CCc1ccccc1)Nc1ncn[nH]1,-7,-2,-9,-2,10,4,0.7,8
CCN(CC(=O)NCc1ccc(Cl)cc1)C(=O)CCC(=O)c1ccc(F)cc1,-1,2,3,0,2,-5,-1.0,0
CS(=O)(=O)Nc1ccc(C(=O)Nc2ccc3c(c2)OCO3)cc1,-2,-6,-1,9,4,-2,-0.8,-2
COc1ccc(Br)cc1CNC(=O)C1CCN(c2nnc(N3CCCC3=O)s2)CC1,-2,-6,3,-2,3,15,-0.6,11
O=C1C2C3CCC(C3)C2C(=O)N1c1ccc2ccccc2c1 (stereo unspecified),-5,14,17,-1,2,-3,1.0,-3
c1ccc(CNc2c3c(nc4ncnn24)CCCC3)nc1,-2,-1,-4,4,1,-5,2.2,11
COc1ccccc1NC(=O)c1ccc(NC(=O)CSc2nnnn2C)cc1,-3,2,-5,-14,-2,-14,-2.0,14
CC1CCN(c2ccc3nnc(CCC(=O)NCc4ccco4)n3n2)CC1,-3,3,-10,0,3,-1,0.4,0
Cc1cccc(Cn2cccc2/C=C2/C(=N)N3C=CSC3=NC2=O)c1,-6,-3,-5,-16,-6,10,-1.1,-58
CC(NC(=O)c1ccco1)C(=O)NC(C)c1cc(F)c(Cl)cc1Cl (stereo unspecified),2,-10,-2,-2,-5,6,-0.3,0
CN(C)c1ccc(Cc2cc3c(O)ccc(O)c3cc(Cc3ccc(N(C)C)cc3)c2=O)cc1,60*,113*,nt,-30,nt,31,3.4,52*
CCOC(=O)C1=C(C)N(C)C(=S)NC1c1ccc(Cl)cc1 (stereo unspecified),-10,-2,-3,-2,4,4,3.3,17

Next section; it opens with the 2 that closed the last part.
Compound,HKDC1 inhibitor,PfG6PD inh,SENP6 inh,GRIN3A LBD mod,SENP7 block,ATG4B inh,MPTP inh,SENP8 block
CN(C)c1ccc(Cc2cc3c(O)ccc(O)c3cc(Cc3ccc(N(C)C)cc3)c2=O)cc1,60*,113*,nt,-30,nt,31,3.4,52*
CCOC(=O)C1=C(C)N(C)C(=S)NC1c1ccc(Cl)cc1 (stereo unspecified),-10,-2,-3,-2,4,4,3.3,17
CCCCn1c(N)c(N(CCOC)C(=O)C2CC(=O)N(c3ccc(CC)cc3)C2)c(=O)[nH]c1=O (stereo unspecified),-6,-18,3,0,1,6,-3.3,-9
Cc1ccc(-n2ncc3c2ncn2nc(-c4ccco4)nc32)c(C)c1,-6,-21,2,0,2,-7,25,-334
Cc1ccc(C(C)(C)C)c(OCCCn2ccnc2)c1,-6,11,-17,-1,2,5,12,7
Cc1cccc(Cc2c(C)nc3nc(SCC(=O)NCc4ccco4)nn3c2C)c1,2,-1,-19,2,-9,-9,-0.2,0

Source: PubChem BioAssay

Compounds as they come; 6.9% or so of the library scored in one or more.
